Hck-Nef inh: blocks Nef-activated human Hck kinase. P08631. Recombinant Hck-YEEI plus Nef, Z-Lyte FRET kinase assay. inhibition, % at 20 µM. 220,000 compounds, 0.68% hits. AID 463187;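 active = Hck-Nef kinase inhibition above about 50%, limit read from the data; inactive = inhibition below that limit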;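 note: 0% = DMSO with Hck plus Nef and 100% = Hck alone without Nef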
Target sequence (P08631 whole entry, looked up): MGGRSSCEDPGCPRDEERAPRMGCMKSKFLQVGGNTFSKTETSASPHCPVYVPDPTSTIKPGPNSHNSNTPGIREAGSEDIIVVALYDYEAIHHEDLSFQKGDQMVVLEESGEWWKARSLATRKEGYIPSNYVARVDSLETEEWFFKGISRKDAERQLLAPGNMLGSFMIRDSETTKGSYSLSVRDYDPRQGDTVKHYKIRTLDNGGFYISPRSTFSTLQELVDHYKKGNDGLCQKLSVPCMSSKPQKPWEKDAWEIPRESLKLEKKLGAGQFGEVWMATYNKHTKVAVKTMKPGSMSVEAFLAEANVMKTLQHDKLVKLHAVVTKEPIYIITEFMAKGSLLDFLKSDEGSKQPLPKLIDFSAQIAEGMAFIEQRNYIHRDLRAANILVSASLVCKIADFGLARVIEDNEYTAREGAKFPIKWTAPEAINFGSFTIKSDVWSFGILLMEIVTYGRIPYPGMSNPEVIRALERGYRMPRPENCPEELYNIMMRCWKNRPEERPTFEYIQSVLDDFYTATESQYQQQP
Runt-CBFb FRET: blocks binding of human RUNX1 Runt domain to CBFb; Cerulean-Runt/Venus-CBFb FRET ratio 530/480, 1 h; inhibition, % at 20 µM; 220,000 compounds, 0.46% hits; AID 1496;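 active = inhibition over about 50% at 20 µM in the single-dose screen, limit read from the data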;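 note: 0% = DMSO wells and 100% = excess unlabeled CBFb competitor control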
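Measured by: fluorescence energy transfer, 422 nm excitation, 530/480 nm emission; Assay system: Cerulean-Runt domain; Medium: Tris pH 7.5 buffer with BSA; Measure: loss of energy transfer signal; Controls: 5 µM unlabeled CBFb as full-inhibition high control; Incubation: protein complex preformed 1 h, compound exposure 1 h, room temperature, dark.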
EP2 modulator: modulates human prostaglandin E2 receptor EP2 signaling; EP2-expressing cells, cAMP HTRF FRET, PGE2 co-stimulation; P43116; 260,000 compounds, 0.83% hits; induction, % at 25 µM;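 active = compounds whose cAMP rise, as percent of the full-agonist control response, exceeds 60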;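 note: rat C6 glioma line stably carrying human EP2 under a CMV promoter; the protocol text gives 20 µM as final concentration; 100% = response of wells given 1 µM PGE2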
Target sequence (P43116 whole entry, looked up): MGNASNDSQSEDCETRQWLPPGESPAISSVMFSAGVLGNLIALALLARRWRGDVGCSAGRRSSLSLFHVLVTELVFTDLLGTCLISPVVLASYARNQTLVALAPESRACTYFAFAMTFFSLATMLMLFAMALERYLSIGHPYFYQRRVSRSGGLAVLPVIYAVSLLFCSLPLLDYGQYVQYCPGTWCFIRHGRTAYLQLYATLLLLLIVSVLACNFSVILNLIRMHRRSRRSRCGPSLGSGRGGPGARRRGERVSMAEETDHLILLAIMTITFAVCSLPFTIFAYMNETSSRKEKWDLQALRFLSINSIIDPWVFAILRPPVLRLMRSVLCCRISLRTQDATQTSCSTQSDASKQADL
RBBP9 inh: human RBBP9 hydrolase inhibition; inhibition, % at 7.94 µM; recombinant RBBP9, FP-Rh probe fluorescence polarization; 220,000 compounds, 0.2% hits;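 active = inhibition above the campaign mean of all tested compounds plus 3 SD, cut at about 14% in these data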;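 note: plate controls were DMSO wells with RBBP9 for no effect and wells lacking RBBP9 protein for full effect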
Target sequence (O75884 whole entry, looked up): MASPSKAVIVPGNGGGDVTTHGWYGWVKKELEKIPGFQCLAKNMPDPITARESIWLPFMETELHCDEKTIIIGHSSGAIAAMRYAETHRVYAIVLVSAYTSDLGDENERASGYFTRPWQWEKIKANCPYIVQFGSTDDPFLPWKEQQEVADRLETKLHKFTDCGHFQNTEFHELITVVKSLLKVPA
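System: RBBP9 protein / Quantity: 2.5 µM RBBP9 dispensing solution, before mixing / Also added: Serine-hydrolase probe FP-Rh, 375 nM pre-mixing / Dosing: 7.94 µM single dose, 0.794% DMSO / Timing: enzyme-compound preincubation 30 min, then probe labeling 45 min, 25 °C / Signal: FP readout at 525/598 nm / Controls: DMSO-treated enzyme wells and wells lacking RBBP9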
TNF death inh: blocks TNF-alpha induced death of Jurkat FADD-/- cells | activation (protection from cell death), % at 10 µM | 220,000 compounds, 0.068% hits | AID 463075 | Jurkat FADD-/- TNF necroptosis rescue, ATP luminescence, 24 h; 0 = TNF only, 100 = no-TNF cells;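 active = activation, meaning protection from cell death, of at least 50% relative to plate controls; inactive = activation below 50%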;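 note: necroptosis triggered by 40 ng/mL TNF-alpha added together with compound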
Runt-SMMHC FRET: Runt domain-CBFb-SMMHC interaction inhibition; Q01196+Q13951; 220,000 compounds, 0.74% hits; inhibition, % at 20 µM; Cerulean-Runt/Venus-CBFb-SMMHC FRET ratio 530/480, 1 h;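 active = mean inhibition across duplicate retests at 20 µM reaching about 50%, limit read from the data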;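 note: 0% = DMSO wells and 100% = wells with excess untagged CBFb-SMMHC; inhibitors lower the FRET ratio by blocking Runt binding to CBFb-SMMHC; some results filed as inactive read as strong as hits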
PGE2 EP2 inh: EP2 receptor (human) inhibition; inhibition, % at 25 µM; P43116; C6 glioma cells expressing human EP2, cAMP TR-FRET; cells stimulated with saturating PGE2; 260,000 compounds, 0.52% hits;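 active = percent inhibition above 40 after rounding to a whole number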;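 note: rat C6 glioma host cells with rolipram phosphodiesterase inhibitor present; the protocol text gives 20 µM as final concentration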
PERK inhibitor: blocks human PERK kinase | CHO PERK-DD fusion, SEAP luminescence translation reporter | AID 1416 | inhibition, % at 5.6 µM | 220,000 compounds, 0.17% hits;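 active = inhibition above the mean inhibition of all tested compounds plus 3 SD, set separately per screening campaign, cut at about 2.9% in these data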;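 note: PERK kinase domain activated by AP20187 dimerizer at 100 nM; 0% = DMSO with dimerizer and 100% = rapamycin at 8.4 µM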
zVAD death inh: L929 zVAD cell death inhibition; L929 zVAD necroptosis rescue, ATP luminescence, 24 h; with zVAD 60 µM; 220,000 compounds, 0.38% hits; viability rescue, % at 10 µM;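 active = activation, scaled between plate controls, above about 75%, limit read from the data; inactive = activation under that limit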;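 note: 0% = zVAD with DMSO and 100% = DMSO alone without zVAD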
* marks the source's active call; other numbers are inactive results; / = no result given; & = joins results of further samples.

SMILES	Hck-Nef inh	Runt-CBFb FRET	EP2 modulator	RBBP9 inh	TNF death inh	Runt-SMMHC FRET	PGE2 EP2 inh	PERK inhibitor	zVAD death inh
O=C(CCc1nc2ccccc2[nH]1)N1CCN(C(=O)c2ccco2)CC1	-10	0	19	-9	-1.3	1	3	0.0	/
CCc1nc2ccccc2c(C(=O)OCC(=O)Nc2cccc(S(=O)(=O)N3CCOCC3)c2)c1C	0	-2	-8	-19	-2.0	-4	10	-1.1	0.2
Nc1nonc1C(=O)NCCNCc1cc(Br)ccc1OCc1ccccc1F	1	-1	4	1	-2.6	0	4	-0.9	-0.2
CCN1CCN(c2nc(Nc3cc(OC)ccc3OC)nc(Nc3cc(OC)ccc3OC)n2)CC1	16	0	33	12	-0.1	-5	5	0.2	0.8
O=C(NN=C1CCCC1)c1cc(-c2ccc(F)cc2)nc2ccccc12	24	0	6	-2	0.8	2	4	0.3	4.1
O=S(=O)(c1ccc2oc3ccc(S(=O)(=O)N4CCCCC4)cc3c2c1)N1CCCCC1	-2	-8	-4	-6	1.5	3	1	2.0	0.4
Cc1c(Cc2c(C)n(C)n(-c3ccccc3)c2=O)c(=O)n(-c2ccccc2)n1C	3	-1	-3	-7	1.4	-6	2	-1.3	/
CCN(C(=O)CN1CCN(c2ccc(OC)cc2)CC1)c1c(N)n(Cc2ccccc2)c(=O)[nH]c1=O	-1	0	26	-2	0.1	3	11	1.1	-0.3
CN(/C=C1/C(=O)CNC1=O)CCO	24	0	5	-1	-0.2	0	5	1.2	1.8
Cc1c(C(=O)N2CCc3ccccc3C2)oc2ccc(S(=O)(=O)N3CC(C)CC(C)C3)cc12 (stereo unspecified)	-31	-2	-13	-10	-0.8	2	5	-2.0	-1.1
OCC(O)C1OC(Nc2ccc(Br)cc2)C(O)C1O (stereo unspecified)	18	1	38	-3	0.8	1	7	1.5	1.6
Cc1cc(C(=O)O)c(CCCN)s1	0	0	22	0	-1.3	-2	11	2.0	0.3
CC(=O)c1cc(CN2CCN(CCc3ccccc3)C(CCO)C2)cs1 (stereo unspecified)	20	0	15	-2	0.3	4	8	0.2	3.5
CCN(CC)CCCSc1nc2ccccc2s1	23	0	-20	-3	1.3	-6	6	0.5	-0.9
Cc1ccc(N(CC(=O)N/N=C/c2cccnc2)S(=O)(=O)c2ccccc2)cc1	25	0	-2	-8	0.2	-1	3	-0.2	0.5
Cc1nc2ccccn2c1/C(O)=C1\C(=O)C(=O)N(CCN2CCOCC2)C1c1ccncc1 (stereo unspecified)	-1	-1	27	-7	-1.8	6	8	0.5	0.8
COc1cc(CNC2CCCC2)cc(OC)c1	1	2	-1	2	0.1	-3	5	-0.3	0.0
CCCNC(=O)c1ccc(OC)cc1OC	-1	-5	34	-7	-1.8	-1	11	0.0	0.1
O=C(CSc1ccc(-c2cccc([N+](=O)[O-])c2)nn1)NC1CCCC1	6	-1	-4	-9	0.4	1	4	-0.4	2.4
CC(=O)c1ccc(NC(=O)N2C3CCC2CC(O)(c2cccnc2)C3)cc1 (stereo unspecified)	5	0	-13	0	0.5	-5	6	2.3	3.3
CC(C)OCCCNCC(O)c1ccccc1 (stereo unspecified)	2	1	6	3	0.8	0	3	0.7	1.5
CNc1nc(-c2ccc3c(c2)CCN3C(=O)c2ccc(F)cc2)cs1	28	4	-33	-5	-0.3	5	11	0.5	3.0
Cn1c(SCC(=O)Nc2cccc(NC(=O)c3cccs3)c2)nnc1-c1ccncc1	5	1	6	0	-1.2	-2	12	0.1	1.3
CCCOc1cc(C)c(S(=O)(=O)N2CCN(C)CC2)cc1C	0	-2	7	-9	-1.8	5	8	-0.3	-0.3
Cc1cc(NC(=O)/C=C/c2ccccc2Cl)no1	1	-1	-7	-7	2.4	0	5	0.4	2.5

Overlap with the part before: 5 entries, then new ones.
SMILES	Hck-Nef inh	Runt-CBFb FRET	EP2 modulator	RBBP9 inh	TNF death inh	Runt-SMMHC FRET	PGE2 EP2 inh	PERK inhibitor	zVAD death inh
CC(C)OCCCNCC(O)c1ccccc1 (stereo unspecified)	2	1	6	3	0.8	0	3	0.7	1.5
CNc1nc(-c2ccc3c(c2)CCN3C(=O)c2ccc(F)cc2)cs1	28	4	-33	-5	-0.3	5	11	0.5	3.0
Cn1c(SCC(=O)Nc2cccc(NC(=O)c3cccs3)c2)nnc1-c1ccncc1	5	1	6	0	-1.2	-2	12	0.1	1.3
CCCOc1cc(C)c(S(=O)(=O)N2CCN(C)CC2)cc1C	0	-2	7	-9	-1.8	5	8	-0.3	-0.3
Cc1cc(NC(=O)/C=C/c2ccccc2Cl)no1	1	-1	-7	-7	2.4	0	5	0.4	2.5
COc1ccc(CN2CCN(C(=O)c3cccnc3)CC2)cc1Br	-1	-2	35	-11	-2.4	-14	6	-1.1	-0.3
COc1ccc(-c2nn3c(-c4ccccn4)nnc3s2)cc1OC	-4	-2	14	-3	-2.6	7	8	-0.3	16
Cc1ccc(OCC(=O)c2cc(C)n(C3CC3)c2C)c([N+](=O)[O-])n1	3	18	0	-4	-2.9	4	9	0.4	0.1
Clc1ccccc1OCCn1ccnc1	-6	0	36	-5	0.4	-1	2	1.0	1.4
Cc1cc(NC(=O)CSc2nnc(C3CC3)n2N)c([N+](=O)[O-])cc1C	16	2	-7	2	-1.2	1	3	0.1	0.2
Cc1c(C(=O)Nc2cnccn2)oc2ccccc12	0	2	4	-9	-3.6	2	8	-0.5	0.6
CC(=O)Nc1ccc(N2C(=O)CSC2c2cccc([N+](=O)[O-])c2)cc1 (stereo unspecified)	-10	0	10	1	0.1	0	2	1.4	1.3
Nc1nnc(CSCc2ccc(Cl)cc2Cl)s1	0	0	-2	5	0.5	1	8	-0.4	0.7
COc1ccc(-n2c(Cc3cc(=O)[nH]c(=O)[nH]3)nnc2SCc2ccccc2)cc1	1	2	1	-10	0.2	0	13	1.4	3.0
Cc1cc(NC(=O)CCCC(=O)N(c2ccccc2)C(C(=O)NC2CCCCC2)c2cccs2)no1 (stereo unspecified)	0	-2	22	-4	-1.5	0	7	-0.4	-0.1
CC(=O)c1sc(NC(=O)c2ccc(C)c(C)c2)nc1C	17	0	-35	-6	2.2	-3	2	0.6	3.8
CSc1nc(N(C)NC(=O)c2ccc(Cl)cc2)c2ccccc2n1	3	0	-32	-1	-19	0	22	0.8	0.2
Cc1cccc(C(=O)Nc2ccc(C(=O)/C=C/c3cccs3)cc2)c1	0	-2	1	-11	-3.1	-3	10	-1.4	0.2
COc1cccc(NC(=O)Cc2c(O)c3ccccc3[nH]c2=O)c1	-2	2	18	2	2.7	1	-2	1.2	1.7
CCCCOn1c(C)c(C(C)=O)c2c3no[n+]([O-])c3ccc21	5	-3	10	5	0.3	2	5	2.4	0.9
C/C(=N\Nc1nc2c(s1)CCCC2)c1ccc(Cl)cc1	-1	9	30	2	-11	11	11	-0.8	0.0
O=C(C1=COCCO1)N1CCN(C(c2ccccc2)c2ccccc2)CC1	1	0	14	-8	-2.1	-2	10	-0.5	-0.2
COc1ccc(CCNC(=O)c2cc(-c3ccc(C)cc3O)n[nH]2)cc1OC	2	0	2	-3	-5.7	-2	8	-1.0	0.0
CC1CN(C2=Nc3cccc4cccc2c34)CC(C)O1 (stereo unspecified)	-41	-49	-46	1	0.3	34	13	-1.1	3.3
O=C(CN1C(=O)S/C(=C\C=C\c2ccccc2)C1=O)Nc1ccccc1C(=O)O	45	-2	-32	-8	3.0	1	4	1.6	0.5
O=C(OCC(=O)N1CCN(C(=O)c2ccco2)CC1)c1ccc(S(=O)(=O)N2CCCCC2)cc1	2	-1	5	4	0.0	3	17	1.2	-0.1
COc1cc2cc(CN(CCCN3CCOCC3)Cc3nnnn3Cc3ccccc3)c(=O)[nH]c2cc1OC	14	-48	13	-8	2.0	-32	8	-0.2	1.7
Cc1ccc(SCc2ccc(C(=O)Nc3cccnc3)cc2)cc1	8	0	-6	-8	2.8	4	6	0.9	0.0
C/C(=N\OCc1ccc(C#N)cc1)c1cc2ccccc2o1	29	-1	-20	-2	0.7	3	2	0.9	78*
Cc1ccc(S(=O)(=O)NNC(=O)Nc2cccc3ccccc23)cc1	-1	1	-24	0	0.0	-2	7	0.9	0.7

More results
SMILES	Hck-Nef inh	Runt-CBFb FRET	EP2 modulator	RBBP9 inh	TNF death inh	Runt-SMMHC FRET	PGE2 EP2 inh	PERK inhibitor	zVAD death inh
CSc1nc(=S)cc(C)[nH]1	-144	48	-4	5	-1.7	35	8	2.2	-0.6
COc1ccc(CN2C(=O)CS(=O)CC2=O)cc1OC	0	8	5	-3	-2.5	1	7	1.0	0.0
COc1ccc(-c2nc(C#N)c(NCCc3ccccc3)o2)cc1	6	-2	-22	-2	-0.2	2	14	0.2	-0.9
COC(=O)C1=C(C(=O)OC)[C@@H]2N(Cc3ccccc3)c3ccccc3[C@@]23C[C@@H](C(=O)OC)N=C3N1	20	1	-5	/	-0.4	3	10	/	0.9
Cc1ccc(C(=O)N2CCN=C2SCc2ccc([N+](=O)[O-])cc2)cc1	5	1	-6	0	2.4	0	0	1.0	2.6
O=C(NC(=S)Nc1ccc(Oc2ccccc2)cc1)c1ccc(Cl)cc1	-8	2	30	-2	-5.1	1	21	0.3	1.5
Cc1cc(C)c(S(C)(=O)=O)c(S(=O)(=O)c2ccc(Cl)cc2)n1	3	0	22	-4	-5.6	2	9	1.5	0.1
Cc1ccc(-n2c(SCC(=O)NCc3ccco3)nc3sc(C)c(C)c3c2=O)cc1	17	42	12	1	4.3	-3	12	-0.7	/
CSc1nnc2c(n1)c(C)nn2-c1ccc(C)cc1	8	1	44	-5	-1.7	-7	9	0.8	-0.2
COC(=O)c1ccccc1NC(=S)N1CCC(N2CCCCC2)CC1	15	-1	9	-9	-0.2	-2	8	1.1	0.4
COc1ccc(-c2csc(NC(=O)COC(=O)Cc3ccc(Cl)cc3Cl)n2)cc1	-1	2	0	-5	1.8	3	4	0.5	0.6
CC/C(=N\NC(=O)C1CC1)c1cccc(Cl)c1	10	0	-4	-11	-2.9	3	-1	0.0	3.4
CNC1=C([N+](=O)[O-])CC([N+](=O)[O-])=C(N2CCNCC2)N1C	15	-1	-4	-7	-0.6	-1	3	0.5	-1.1
CCOc1ccccc1NC(=S)N(CCC(C)C)C1CCN(C(C)=O)CC1	-19	-2	5	-3	-0.3	1	8	-0.3	-0.8
O=C(COn1nnc2ccc(Cl)cc21)NCc1ccccc1	2	-1	-16	0	1.1	4	12	1.5	0.8
O=C(/C=C/c1cccc(Br)c1)Nc1nn[nH]n1	4	2	-2	5	-0.4	0	6	1.3	1.1
COc1ccc(C(=O)CSc2nnc(-c3ccco3)o2)cc1	21	1	-22&-72	-6	3.6	1	14&7	-0.1	1.1
COc1cc2c(cc1OC)CN(C(=O)COc1ccc(C#N)cc1)CC2	1	-1	6	0	-0.6	2	12	-0.4	0.0

This is a subset; the hit share may differ from the screen's.
